PrPC TRFRET: reduces human prion protein on the cell surface | inhibition, % at 13.8 µM | AID 720596 | cell surface PrPC, TR-FRET read-out | actives 0.43% (n = 370,000); in the data active means inhibition above about 24%; further: 0% = median of the test wells and 100% = reference compound wells
MazF activator: increases E. coli MazEF RNase cleavage of RNA. P0AE70. FAM/BHQ RNA-DNA oligo cleavage fluorescence, 5 h. activation, % at 20 µM. actives 0.32% (n = 350,000); in the data active means activation above about 50%
Target sequence (P0AE70 whole entry, looked up): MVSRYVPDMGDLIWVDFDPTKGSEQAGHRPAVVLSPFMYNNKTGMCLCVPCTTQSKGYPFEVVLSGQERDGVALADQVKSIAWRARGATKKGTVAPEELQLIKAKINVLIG
Rv3671c protease: inhibits the M. tuberculosis serine protease Rv3671c; P9WHR9; inhibition, % at 5.96 µM; actives 0.048% (n = 320,000); AID 2606; in the data active means inhibition above about 38%;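 further: extracellular domain of Rv3671c used as enzyme; 0% = enzyme with DMSO and 100% = no enzyme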
Target sequence (P9WHR9 whole entry, looked up, the tested form may be a part): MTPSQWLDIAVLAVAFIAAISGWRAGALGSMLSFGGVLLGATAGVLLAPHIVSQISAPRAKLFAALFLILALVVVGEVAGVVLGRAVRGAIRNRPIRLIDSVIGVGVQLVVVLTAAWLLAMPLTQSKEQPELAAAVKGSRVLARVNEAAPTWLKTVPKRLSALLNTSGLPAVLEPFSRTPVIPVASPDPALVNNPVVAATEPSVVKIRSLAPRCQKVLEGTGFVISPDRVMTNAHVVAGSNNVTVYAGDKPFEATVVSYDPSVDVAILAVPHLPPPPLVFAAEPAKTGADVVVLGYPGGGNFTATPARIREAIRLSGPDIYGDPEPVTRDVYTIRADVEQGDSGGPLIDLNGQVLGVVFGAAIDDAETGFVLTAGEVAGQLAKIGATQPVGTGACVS
BoNT F protease: inhibitors of Botulinum neurotoxin F light chain protease; AID 588497; actives 0.22% (n = 360,000); Multiplex microsphere protease cleavage assay, flow cytometry; inhibition, % at 10 µM; in the data active means inhibition above about 35%, passing the limit was not always enough; further: plate controls were buffer without enzyme for full effect and enzyme alone for no effect
Mtb UGM inh: Mtb UDP-galactopyranose mutase inhibition. purified UGM, fluorescence polarization probe displacement. inhibition, % at 10 µM. actives 0.06% (n = 320,000). AID 504406; in the data active means inhibition above about 10%, passing the limit was not always enough
GDH-TPI inh: inhibits GDH-TPI coupling enzymes, artifact for Mtb FBA screen; GDH-TPI coupled enzyme counterscreen, NADH absorbance; actives 1.2% (n = 360,000); AID 588335; inhibition, % at 4.8 µM; in the data active means inhibition above about 30%;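 further: 0% = DMSO wells and 100% = wells lacking the enzyme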
Mtb BioA inh: inhibitors of Mycobacterium tuberculosis BioA enzyme; purified M. tuberculosis BioA enzyme, plate reader; AID 602481; inhibition, % at 9.99 µM; actives 0.096% (n = 360,000); in the data active means inhibition above about 40%
FBA Mtb inh: inhibitors of M. tuberculosis fructose-bisphosphate aldolase; P9WQA3; purified M. tuberculosis FBA, fluorescence read-out; inhibition, % at 1 µM; actives 2.3% (n = 360,000); AID 588726; in the data active means inhibition above about 27%;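 further: 0% = vehicle and 100% = reference inhibitor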
Target sequence (P9WQA3 whole entry, looked up): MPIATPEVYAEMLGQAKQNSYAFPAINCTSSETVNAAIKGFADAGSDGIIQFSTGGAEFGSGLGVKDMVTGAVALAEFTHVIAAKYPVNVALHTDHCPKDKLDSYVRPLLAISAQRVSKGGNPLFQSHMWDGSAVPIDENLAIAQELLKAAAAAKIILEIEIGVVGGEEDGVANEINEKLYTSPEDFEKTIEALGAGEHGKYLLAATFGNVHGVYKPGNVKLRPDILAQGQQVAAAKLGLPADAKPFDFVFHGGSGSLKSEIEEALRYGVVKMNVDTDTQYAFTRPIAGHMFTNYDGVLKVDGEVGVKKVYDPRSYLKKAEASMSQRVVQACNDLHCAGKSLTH
FadD28 FP inh: blocks FadD28 binding to the bisubstrate probe | fluorescence polarization | inhibition, % at 12.5 µM | actives 0.22% (n = 360,000); in the data active means inhibition above about 8.5%, passing the limit was not always enough
An asterisk follows results filed as active; & = joins results of further samples. Rows were taken by chance. Share with any hit: about 4.8%.

Nn1c(COc2ccccc2)nc2ccccc2c1=O was read as PrPC TRFRET -1, MazF activator 0, Rv3671c protease -2, BoNT F protease 0, Mtb UGM inh 0.4, GDH-TPI inh 10, Mtb BioA inh -1.1, FBA Mtb inh 3 and FadD28 FP inh -2.3.
Screening COC(=O)c1cc(=O)n(Cc2ccc3c(c2)OCO3)c(=Nc2ccc(F)cc2)s1 returned PrPC TRFRET -6, MazF activator 4, Rv3671c protease 12, BoNT F protease -11, Mtb UGM inh -3.2, GDH-TPI inh 13, Mtb BioA inh -0.7, FBA Mtb inh -4 and FadD28 FP inh -3.0.
For Cc1nnc(C)n1/N=C/c1ccc(-c2ccccc2Cl)o1 the results were PrPC TRFRET -5, MazF activator -1, Rv3671c protease 3, BoNT F protease 0, Mtb UGM inh -0.3, GDH-TPI inh 46*, Mtb BioA inh -5.0 and FBA Mtb inh 1.
`CN(C)S(=O)(=O)c1ccc(C(=O)NCC2(N3CCOCC3)CCCCC2)cc1` gave PrPC TRFRET -3, MazF activator 6, Rv3671c protease -1, BoNT F protease -3, Mtb UGM inh 1.3, GDH-TPI inh 3, Mtb BioA inh -0.5, FBA Mtb inh 4 and FadD28 FP inh -1.3.
Screening CCOCCCNC(=O)CN1C(=O)NC(Cc2c[nH]c3ccccc23)C1=O (stereo not given) returned PrPC TRFRET -6, MazF activator 3, Rv3671c protease 1, BoNT F protease -2, Mtb UGM inh -0.3, GDH-TPI inh -1, FBA Mtb inh -3 and FadD28 FP inh -2.3.
`O=C(CCC1CCCCC1)NC1CCCCC1` gave PrPC TRFRET 4, MazF activator -6, Rv3671c protease 5, BoNT F protease 8, Mtb UGM inh 0.9, GDH-TPI inh -4, Mtb BioA inh -1.5, FBA Mtb inh -2 and FadD28 FP inh -3.8.
Screening CC(C)CCN(CC(=O)NCc1ccc(F)cc1)S(=O)(=O)c1ccccc1F returned PrPC TRFRET 11, MazF activator -4, Rv3671c protease 6, BoNT F protease 6, Mtb UGM inh 1.8, GDH-TPI inh 14, Mtb BioA inh -0.4, FBA Mtb inh 5 and FadD28 FP inh -0.9.
`NC(=O)C1CCN(CCCNC2CC(=O)N(Cc3ccc(N4CCCC4=O)cc3)C2=O)CC1` (stereo not given) gave PrPC TRFRET -6, MazF activator 6, Rv3671c protease 7, BoNT F protease -5, Mtb UGM inh 2.1, GDH-TPI inh -4, Mtb BioA inh -0.7, FBA Mtb inh 0 and FadD28 FP inh -4.6.
For O=C(COC(=O)c1cccnc1Cl)Nc1cccc(S(=O)(=O)N2CCCCC2)c1 the results were PrPC TRFRET 6, MazF activator 0, Rv3671c protease 1, BoNT F protease -3, Mtb UGM inh -0.8, GDH-TPI inh -4, FBA Mtb inh -4 and FadD28 FP inh -3.6.
For C[C@@H]1CN([C@@H](C)CO)C(=O)CCCn2nncc2CO[C@H]1CN(C)S(=O)(=O)c1cccc(C#N)c1 the results were PrPC TRFRET 1, MazF activator 0, BoNT F protease 2, GDH-TPI inh -6, Mtb BioA inh -0.5&-5.3, FBA Mtb inh -1 and FadD28 FP inh -2.2.
Screening CCN1C(=O)/C(=C2/C=Cc3cc(C)ccc3N2CC)N(C)C1=S returned PrPC TRFRET -52, MazF activator 6, Rv3671c protease 0, BoNT F protease 4, Mtb UGM inh 5.7, GDH-TPI inh 22, Mtb BioA inh 2.9, FBA Mtb inh -3 and FadD28 FP inh 0.6.
For COc1ccc(CNC(=O)CCN2C(=O)c3ccccc3S2(=O)=O)cc1 the results were PrPC TRFRET -2, MazF activator 5, Rv3671c protease -1, BoNT F protease -3, Mtb UGM inh -1.4, GDH-TPI inh 5, Mtb BioA inh -0.1, FBA Mtb inh 1 and FadD28 FP inh -2.6.
CCOC(=O)C1=CNS(=O)(=O)NC1c1ccc(C)cc1 (stereo not given) was read as PrPC TRFRET -3, MazF activator 1, BoNT F protease -6, GDH-TPI inh 9, Mtb BioA inh -1.2, FBA Mtb inh -2 and FadD28 FP inh -1.8.
`O=C(N/N=C/c1ccco1)c1ccc(NC(=O)C2CC2)cc1` gave PrPC TRFRET 1, MazF activator 4, Rv3671c protease -7, BoNT F protease -6, Mtb UGM inh 1.8, GDH-TPI inh 15, Mtb BioA inh -0.9, FBA Mtb inh -1 and FadD28 FP inh 1.2.
OCCC1CN(Cc2cccc3nonc23)CCN1Cc1ccsc1 (stereo not given) was read as PrPC TRFRET -23, MazF activator 6, Rv3671c protease 8, BoNT F protease -2, Mtb UGM inh -1.1, GDH-TPI inh 4, Mtb BioA inh 0.2, FBA Mtb inh -5 and FadD28 FP inh -2.7.
For O=C(CSc1ncnc2c1nnn2Cc1ccc(F)cc1)NC1CCCC1 the results were PrPC TRFRET -2, MazF activator -4, Rv3671c protease 6, BoNT F protease 1, Mtb UGM inh -0.7, GDH-TPI inh -5, FBA Mtb inh -4 and FadD28 FP inh -2.7.
`CC(C)(C)c1ccc(CN2C(=O)c3ccccc3S2(=O)=O)cc1` gave PrPC TRFRET -10, MazF activator -22, Rv3671c protease 1, BoNT F protease -14, Mtb UGM inh -2.3, GDH-TPI inh -5, Mtb BioA inh 0.5, FBA Mtb inh 3 and FadD28 FP inh -1.7.
`Cc1cccc(C)c1NC(=O)CN1CCN(C(=O)CNC(=O)c2ccc(-c3ccccc3)cc2)CC1` gave PrPC TRFRET -4, MazF activator 4, BoNT F protease -3, GDH-TPI inh 12, Mtb BioA inh -0.2, FBA Mtb inh 6 and FadD28 FP inh -0.1.
Screening CCOc1ccc(NC(=O)CCC(=O)OC)cc1 returned PrPC TRFRET -4, MazF activator 7, Rv3671c protease -4, BoNT F protease 10, Mtb UGM inh 1.3, GDH-TPI inh 3, Mtb BioA inh -1.7, FBA Mtb inh 1 and FadD28 FP inh -0.3.
CSCCC(N=C(NS(=O)(=O)c1ccc(Br)cc1)c1ccccc1)C(=O)O (stereo not given) was read as PrPC TRFRET -2, MazF activator -14, Rv3671c protease 3, BoNT F protease -1, Mtb UGM inh 2.1, GDH-TPI inh 3, Mtb BioA inh -0.2, FBA Mtb inh 2 and FadD28 FP inh 0.7.
For Cc1ccc(C(=O)NC(=S)Nc2ccc3[nH]c(=O)[nH]c3c2)c(C)c1 the results were PrPC TRFRET -3, MazF activator 4, Rv3671c protease 4, BoNT F protease 0, Mtb UGM inh -0.9, GDH-TPI inh 1, FBA Mtb inh 3 and FadD28 FP inh -1.0.
For COc1cc(NC(=O)C2Cc3ccccc3CN2S(C)(=O)=O)cc(OC)c1 (stereo not given) the results were PrPC TRFRET -2, MazF activator 0, Rv3671c protease -2, BoNT F protease 20, Mtb UGM inh 1.7, GDH-TPI inh 6, Mtb BioA inh -2.5, FBA Mtb inh 0 and FadD28 FP inh -1.8.
Cc1cnc(C(=O)OCc2ccc(Br)cc2F)cn1 was read as PrPC TRFRET -7, MazF activator 2, Rv3671c protease 4, BoNT F protease 4, Mtb UGM inh 0.2, GDH-TPI inh -1, Mtb BioA inh -3.2, FBA Mtb inh 1 and FadD28 FP inh -2.5.
For Nc1c(N(Cc2ccccc2)C(=O)COc2ccc([N+](=O)[O-])cc2)c(=O)[nH]c(=O)n1Cc1ccccc1 the results were PrPC TRFRET 2, MazF activator 0, BoNT F protease -10, GDH-TPI inh 7, Mtb BioA inh -1.4, FBA Mtb inh -1 and FadD28 FP inh -2.5.
Screening CCOC(=O)N1CCN(c2c(F)cc3[nH]c(=S)[nH]c3c2Br)CC1 returned PrPC TRFRET 8, MazF activator 10, Rv3671c protease -4, BoNT F protease 5, Mtb UGM inh -0.7, GDH-TPI inh 6, FBA Mtb inh -3 and FadD28 FP inh -2.5.
Screening CCCCOC(=O)CSCC(=O)N1N=C(c2cccs2)CC1c1ccc(F)cc1 (stereo not given) returned PrPC TRFRET -6, MazF activator -4, Rv3671c protease 3, BoNT F protease -4, Mtb UGM inh 1.9, GDH-TPI inh 7, FBA Mtb inh 13 and FadD28 FP inh -0.2.
Screening CC[C@]12CC[C@H](O)CC1=CCC1C2CC[C@]2(C)C(=O)CCC12 (stereo not given in full) returned PrPC TRFRET 1, MazF activator -33, Rv3671c protease 1, BoNT F protease 3, Mtb UGM inh 1.5, GDH-TPI inh -8, Mtb BioA inh 12, FBA Mtb inh 0 and FadD28 FP inh 2.2.
`Cc1ccc(NC(=O)CCn2cnc3ccccc3c2=O)c(C)c1` gave PrPC TRFRET -1, MazF activator -6, Rv3671c protease 0, BoNT F protease 0, Mtb UGM inh -0.7, GDH-TPI inh -2, FBA Mtb inh 0 and FadD28 FP inh -2.0.
`COc1cccc(C=NNc2nc3ccccc3s2)c1OC` gave PrPC TRFRET 4, MazF activator -1, BoNT F protease 1, GDH-TPI inh 14, Mtb BioA inh -1.1, FBA Mtb inh 1 and FadD28 FP inh -4.4.
Screening CCN1C(N(C)C)=NC[C@@H]1Cc1ccccc1 returned PrPC TRFRET 7, MazF activator 0, Rv3671c protease -9, BoNT F protease -4, Mtb UGM inh 2.6, GDH-TPI inh 3, Mtb BioA inh -2.1, FBA Mtb inh 0 and FadD28 FP inh -0.9.
`O=C(c1c[nH]c(C(=O)C(Cl)(Cl)Cl)c1)c1ccccc1Br` gave PrPC TRFRET -5, MazF activator -5, Rv3671c protease -3, BoNT F protease -5, Mtb UGM inh 2.9, GDH-TPI inh 8, FBA Mtb inh 4 and FadD28 FP inh -0.5.
NS(=O)(=O)c1ccc(CCNC(=O)c2cccc(S(=O)(=O)N3CCc4ccccc43)c2)cc1 was read as PrPC TRFRET 5, MazF activator 8, BoNT F protease 10, GDH-TPI inh 1, Mtb BioA inh 0.7, FBA Mtb inh -3 and FadD28 FP inh -2.1.
Screening NC(=S)NNC(=O)[C@@H]1CCCC[C@@H]1C(=O)O returned MazF activator 3, Rv3671c protease 3, BoNT F protease 4, Mtb UGM inh 1.9, GDH-TPI inh -4, Mtb BioA inh -1.0, FBA Mtb inh 2 and FadD28 FP inh -4.1.
For O=C(Cc1ccccc1)NNC(=O)C1CC=CCC1 (stereo not given) the results were PrPC TRFRET 4, MazF activator -18, Rv3671c protease -5, BoNT F protease 16, Mtb UGM inh -2.5, GDH-TPI inh 5, Mtb BioA inh -2.2, FBA Mtb inh 4 and FadD28 FP inh -1.2.
Screening O=C(CCC(=O)Nc1ccccc1Cl)NNC(=S)Nc1ccccc1C(F)(F)F returned PrPC TRFRET 8, MazF activator 2, Rv3671c protease 3, BoNT F protease -2, Mtb UGM inh 1.0, GDH-TPI inh 2, Mtb BioA inh -1.1, FBA Mtb inh 0 and FadD28 FP inh -1.0.
Screening CCO[C@@H]1OC(C(=O)N2CCOCC2)=C[C@H](C(C)(C)C)[C@H]1CCCO returned PrPC TRFRET -3, MazF activator 5, Rv3671c protease -2, BoNT F protease 0, Mtb UGM inh 0.5, GDH-TPI inh 2, Mtb BioA inh -1.3, FBA Mtb inh 0 and FadD28 FP inh 0.1.

Among those listed so far, five have an NH in an aromatic ring.
Screening CCOCCCNC(=O)CN1C(=O)NC(Cc2c[nH]c3ccccc23)C1=O (stereo not given) returned PrPC TRFRET -6, MazF activator 3, Rv3671c protease 1, BoNT F protease -2, Mtb UGM inh -0.3, GDH-TPI inh -1, FBA Mtb inh -3 and FadD28 FP inh -2.3.
For Cc1ccc(C(=O)NC(=S)Nc2ccc3[nH]c(=O)[nH]c3c2)c(C)c1 the results were PrPC TRFRET -3, MazF activator 4, Rv3671c protease 4, BoNT F protease 0, Mtb UGM inh -0.9, GDH-TPI inh 1, FBA Mtb inh 3 and FadD28 FP inh -1.0.
For Nc1c(N(Cc2ccccc2)C(=O)COc2ccc([N+](=O)[O-])cc2)c(=O)[nH]c(=O)n1Cc1ccccc1 the results were PrPC TRFRET 2, MazF activator 0, BoNT F protease -10, GDH-TPI inh 7, Mtb BioA inh -1.4, FBA Mtb inh -1 and FadD28 FP inh -2.5.
Screening CCOC(=O)N1CCN(c2c(F)cc3[nH]c(=S)[nH]c3c2Br)CC1 returned PrPC TRFRET 8, MazF activator 10, Rv3671c protease -4, BoNT F protease 5, Mtb UGM inh -0.7, GDH-TPI inh 6, FBA Mtb inh -3 and FadD28 FP inh -2.5.
`O=C(c1c[nH]c(C(=O)C(Cl)(Cl)Cl)c1)c1ccccc1Br` gave PrPC TRFRET -5, MazF activator -5, Rv3671c protease -3, BoNT F protease -5, Mtb UGM inh 2.9, GDH-TPI inh 8, FBA Mtb inh 4 and FadD28 FP inh -0.5.

Bioassay records: PubChem BioAssay, several laboratories
